Screens as filed in PubChem BioAssay.
ARNT TACC3 PPI = disrupts binding between human ARNT and TACC3; Q9Y6A5; 0.66% of 390,000 active; inhibition, % at 9.99 µM; AlphaScreen His-ARNT PAS-B/GST-TACC3 binding, luminescence; TACC3 fragment carries E629A point mutation;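 active = mean inhibition of replicates at least 50% and at least half of replicates each reaching 50%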;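 note: 0% = complete ARNT plus TACC3 wells and 100% = ARNT alone without TACC3; many hits fall short of the cut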
INS-1E GSIS act = primary screen for activators of insulin secretion dependent on glucose, INS-1E cells, GLuc reporter luminescence; INS-1E GLuc reporter insulin secretion, 2-3 h; activation, % at 16.6 µM; 0.61% of 370,000 active;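 active = lowest replicate activation of at least 40%, so every replicate reaches that level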;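 note: 0% = median of neutral control wells and 100% = median of IBMX positive control wells; some compounds called inactive have numbers as strong as hits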
* hit, by the source's call.

SMILES	ARNT TACC3 PPI	INS-1E GSIS act
C=CCOc1cccc(C2C(C(=O)c3ccco3)=C(O)C(=O)N2CCN(CC)CC)c1 (stereo not drawn)	1.9	37.0
CC(C)[C@H](NC(=O)c1cccc(S(=O)(=O)N2CCOCC2)c1)C(=O)Nc1nc2ccccc2s1	-0.7	-13.7
CC(C)NC(=O)c1cc(-n2cnnc2)ccc1Cl	-0.5	5.5
c1ccc(OCc2nn3c(-c4ccncc4)nnc3s2)cc1	-6.2	-8.8
C=CCn1c(SCc2nnc(-c3ccccc3)o2)nnc1C(O)c1ccccc1 (stereo not drawn)	-8.8	4.5
COc1cccc(-c2cc(C(=O)Nc3cnn(Cc4ccccc4C)c3)no2)c1	33.5	38.8
Cc1nn(CCc2n[nH]c(=S)n2-c2ccc(F)c(Cl)c2)c(C)c1[N+](=O)[O-]	2.1	25.4
CC1CCCCN1C(=O)c1cc(-c2ccc(Cl)c(Cl)c2)on1 (stereo not drawn)	-0.5	-12.7
Cc1nc2sc(C(c3ccco3)N3CCc4ccccc4C3)c(O)n2n1 (stereo not drawn)	-8.9	-20.8
O=C(OC1CCOC1=O)c1cc(-c2ccc(Br)cc2)nc2ccccc12 (stereo not drawn)	12.3	13.4
CCc1ccc2c(c1)c1nc(C)sc1n2CC(=O)OC	-2.2	9.9
Cc1ccc(-n2c(N)c(C(N)=O)sc2=S)c(C)c1	2.3	-4.3
CC(C)NC(=O)COc1ccc(Cl)cc1Cl	-5.3	9.1
Cc1nnsc1C(=O)Nc1ccccc1	9.2	11.5
CC1=CC(=O)N(c2cccc(C(F)(F)F)c2)C1c1ccc(Cl)cc1 (stereo not drawn)	-7.4	-5.8
Cc1cc(NCCN(C)C)n2nc(-c3cccs3)cc2n1	-6.8	0.9
CC1(C)CC(=O)C(C=NCCO)=C(O)C1	-12.4	10.2
Cc1cccc(-n2cccc2)c1C#N	-3.1	6.5
Nc1nnc(SCC(=O)N2CCc3ccccc32)n1-c1ccccc1	-4.0	-7.5
CC(NC(=O)c1ccc(Cl)cc1)c1nnc(SCc2ccc([N+](=O)[O-])cc2)n1C (stereo not drawn)	-6.9	-3.3

Individual results from the results shown:
In INS-1E GSIS act, `CC(NC(=O)c1ccc(Cl)cc1)c1nnc(SCc2ccc([N+](=O)[O-])cc2)n1C` (stereo not drawn) is entered as -3.3
In INS-1E GSIS act, `CCc1ccc2c(c1)c1nc(C)sc1n2CC(=O)OC` is entered as 9.9
In ARNT TACC3 PPI, `Cc1ccc(-n2c(N)c(C(N)=O)sc2=S)c(C)c1` is entered as 2.3

Seven compounds picked at random from the list so far:
SMILES	ARNT TACC3 PPI	INS-1E GSIS act
CC(C)NC(=O)COc1ccc(Cl)cc1Cl	-5.3	9.1
CC1(C)CC(=O)C(C=NCCO)=C(O)C1	-12.4	10.2
Cc1ccc(-n2c(N)c(C(N)=O)sc2=S)c(C)c1	2.3	-4.3
Cc1cc(NCCN(C)C)n2nc(-c3cccs3)cc2n1	-6.8	0.9
CCc1ccc2c(c1)c1nc(C)sc1n2CC(=O)OC	-2.2	9.9
CC1=CC(=O)N(c2cccc(C(F)(F)F)c2)C1c1ccc(Cl)cc1 (stereo not drawn)	-7.4	-5.8
Nc1nnc(SCC(=O)N2CCc3ccccc32)n1-c1ccccc1	-4.0	-7.5

Next section:
SMILES	ARNT TACC3 PPI	INS-1E GSIS act
CSc1ncccc1C(=O)NCc1ccc(C)cc1	22.7	4.6
CC(C)CNC(=O)CSc1ccc(Cl)cc1	-3.9	27.2
Cc1cc(S(=O)(=O)N2CCCC2)ccc1OCC(=O)N1CCOCC1	5.2	13.0
COC(=O)c1nc(NC(=O)c2ccc(Br)cc2)n[nH]1	-5.1	8.3
CCOC(=O)C(=CNCC(=O)OC)C(=O)OCC	-0.9	3.0
CS(=O)(=O)Nn1cnc2ccccc2c1=O	-13.6	20.3
Cc1cc(Oc2ccccc2)nc(-c2ccccc2)n1	-1.9	4.8
CCNc1c(N)c(=O)oc2ccccc12	1.9	11.2
CCOC(=O)CNc1nc(C(C)(C)C)nc2c1nnn2Cc1ccccc1Cl	-19.0	11.7
CCN1CCN(C(=O)c2nn(-c3ccccc3)c(=O)c3ccccc23)CC1	2.6	12.5
CC(NS(=O)(=O)c1ccccc1)C(c1cccs1)N1CCN(c2ccccc2)CC1 (stereo not drawn)	-0.1	-14.3
O=C1NC(c2ccccc2)=C(c2ccc3ccccc3n2)C(c2ccncc2)N1 (stereo not drawn)	3.8	18.1
CCOCCCNC(=O)CNC(=S)N(Cc1ccccc1F)C1CCCCC1	-2.0	-11.4
O=C(CN1CCN(C(=O)c2cccs2)CC1)NC1CCCCC1	-0.5	-6.6
O=C(c1ccc2c(c1)C(=O)N(CCCO)C2=O)c1ccc2c(c1)C(=O)N(CCCO)C2=O	-6.3	27.4
Cn1c(SCC(=O)Nc2ccc(N3CCOCC3)c(Cl)c2)nnc1C(O)c1ccccc1 (stereo not drawn)	1.1	0.6
CC(C)(C)n1nnnc1CN(Cc1ccco1)Cc1cc2cc3c(cc2[nH]c1=O)OCO3	12.3	-14.0
CCN(c1cccc(C)c1)S(=O)(=O)c1cccc(C(=O)O)c1	1.1	-3.2
CN1CCN(NC(=O)c2cc([N+](=O)[O-])cc([N+](=O)[O-])c2)CC1	1.4	-5.9
COc1ccc(-c2cc(-c3cc(OC)ccc3O)[nH]n2)cc1	9.6	-6.4
Cc1nn(C(C)CC(=O)O)c(C)c1C (stereo not drawn)	-3.7	-8.3
CC(=O)NC(C)C(c1cccs1)N1CCN(c2ccccc2)CC1 (stereo not drawn)	-3.7	13.7
COc1cc2c(cc1OC)-c1cc(NCc3ccccn3)nc(=O)n1CC2	42.0	62.6*
O=[N+]([O-])c1ccccc1S(=O)(=O)Oc1ccc(/C=N/n2cnnc2)cc1	2.1	14.5
O=c1oc(-c2ccccc2)nc2c1cnn2-c1ccccc1	-2.5	-0.3
CC(C)NC(=O)c1ccccc1NC(=O)CN(c1ccc2c(c1)OCO2)S(C)(=O)=O	-0.8	-8.6
O=c1sc2ccccc2n1COc1ccccc1	-1.4	5.2
CCn1c(CSc2ncccn2)nnc1SCC(=O)N1CCc2ccccc21	-2.1	-23.8
CCn1c(=O)n(CC)c2cc(S(=O)(=O)NCCOc3ccccc3)c(C)cc21	-1.1	15.8
CN1c2ccccc2N(C)C1c1c(O)ccc2ccccc12	-19.2	15.6
COc1cc(C(=O)N2CCC(NC(=O)C(Cc3ccccc3C)NC(C)=O)CC2)cc(OC)c1OC (stereo not drawn)	-0.4	-1.4
O=C1c2ccccc2OCOc2ccccc21	0.3	15.0
COc1cc(NC(=O)CSc2nnc(C)s2)cc(OC)c1OC	-3.5	11.1
Cc1nn(-c2ccccc2)c(C)c1/C=N/NC(=O)c1cc(C(C)(C)C)[nH]n1	3.1	-3.4
CCOC(=O)N1CCN(Cc2c(F)cccc2F)CC1	-6.9	-0.3
Cc1ccc(S(=O)(=O)C2(C(=O)N3CCCCCC3)CC2)cc1	-9.9	7.6
COC(=O)CNC(=O)C12CC3(C)CC(C)(CC(C)(C3)C1)C2	-2.2	-4.3
CC(C)(C)C(=O)N(Cc1nc2ccccc2c(=O)[nH]1)Cc1cccs1	2.8	14.5
CC(C)(C)OC(=O)NCC(=O)NCC(=O)OCc1ccccc1	-19.4	-5.9
COc1ccc(-c2cc(C(=O)N3CCN(c4ccccn4)CC3)c3ccccc3n2)cc1	4.2	-38.1
Cn1cnnc1SCC(=O)c1ccc2c(c1)OCCO2	1.9	-7.8
CC(=O)Nc1cc(C(C)C)c(O)c(C(C)C)c1	18.0	9.1
Cc1nnsc1SCCNC(=O)c1ccc(F)cc1	-2.0	8.9
O=c1[nH]c(NC2CCCCC2)c([N+](=O)[O-])c(=O)[nH]1	-11.0	23.5
CC(=O)NCC12CC3CC(C1)CC(C(=O)O)(C3)C2	-12.1	5.0
COC(=O)c1cc(S(=O)(=O)NC2CCN(Cc3ccccc3)CC2)cn1C	-17.0	8.5
CCn1nc(C)c(C2C(C#N)=C(N)OC3=C2C(=O)CC(C)(C)C3)c1C (stereo not drawn)	-21.3	10.9
CCOC(=O)C1=NNC(C(=O)c2ccccc2)C1c1ccc(OC)cc1 (stereo not drawn)	-2.3	23.0
O=C(CC(=O)NC1CCCCC1)N/N=C/c1ccccc1Cl	-4.0	0.3
O=S(=O)(NCC(c1ccco1)N1CCN(c2ccc(F)cc2)CC1)c1ccc(F)cc1 (stereo not drawn)	-14.0	-33.8

Record cards, from the list above. Screens in order: ARNT TACC3 PPI	INS-1E GSIS act
O=S(=O)(NCC(c1ccco1)N1CCN(c2ccc(F)cc2)CC1)c1ccc(F)cc1 (stereo not drawn) is listed as -14.0	-33.8
COC(=O)c1cc(S(=O)(=O)NC2CCN(Cc3ccccc3)CC2)cn1C is listed as -17.0	8.5
Cc1nnsc1SCCNC(=O)c1ccc(F)cc1 is listed as -2.0	8.9
CCn1nc(C)c(C2C(C#N)=C(N)OC3=C2C(=O)CC(C)(C)C3)c1C (stereo not drawn) is listed as -21.3	10.9

The results go on.
SMILES	ARNT TACC3 PPI	INS-1E GSIS act
COc1ccc2nc(NC(=O)C(NS(=O)(=O)c3cccs3)C(C)C)sc2c1 (stereo not drawn)	0.4	-21.5
Cn1nnnc1SCc1cc(=O)n2ccsc2n1	-17.0	10.3
COc1ccc(N2CCN(C(=O)c3ccncc3)CC2)cc1	3.0	-1.0
COc1ccc(-c2cc(-c3cccs3)c(C#N)c(SCC(=O)NCc3ccccc3)n2)cc1	-4.1	5.3
CCc1ccc(CNC(=O)C2CCCN(c3nc4ccccc4o3)C2)cc1 (stereo not drawn)	-3.3	-14.1
CC(=O)c1cc(C#N)c(SCC(=O)C(C)(C)C)nc1C	-4.7	12.6
CSc1nncc(=O)[nH]1	-2.3	14.1
CC(=O)Nc1ccc(NC(=O)C(C)OC(=O)c2ccc(OCc3c(C)noc3C)cc2)cc1 (stereo not drawn)	-0.4	-1.0
O=C(CN1C(=O)CSc2ccccc21)Nc1ccccc1C(=O)N1CCOCC1	1.5	0.4
CC1=CC(C)(C)Nc2ccc(OC(=O)c3ccco3)cc21	4.9	21.2
O=C(CSc1nc(-c2ccccc2)cc(=O)[nH]1)Nc1ccccn1	2.3	6.9
Cc1c(C(=O)OCC(=O)N2CC(=O)Nc3ccccc32)oc2ccc(Br)cc12	20.5	72.9*
Cc1ccc(-n2nnnc2SCC(=O)Nc2ncc(Cc3ccccc3Cl)s2)cc1	-21.1	155.6*
CCOC(=O)N1CCN(C(=O)C(CC(C)C)NS(=O)(=O)c2ccc3c(c2)oc(=O)n3C)CC1 (stereo not drawn)	1.7	9.5
CCc1ccc(/C=N/NC(=S)NCCc2ccccc2)cc1	-1.4	40.6*
CCc1ccc(NC(=O)CCNS(=O)(=O)c2cccc3nsnc23)cc1	-21.0	17.0
c1cnc(N2CCSCC2)nc1	-2.3	20.8
N/C(=N\OC(=O)Cc1ccccc1)c1ccccn1	10.8	20.7
COC(=O)c1ccc2[nH]c(C)cc(=O)c2c1	-7.9	-7.4
CCn1c(SCc2cccc(C)c2)nnc1-c1ccc(C)cc1	-10.7	-16.7
COc1ccc(Cl)cc1C(=O)NCc1cnn(C)c1C	-2.9	2.7
COc1ccc(CCNS(=O)(=O)c2cccc(C)c2)cc1OC	-5.2	89.8*
COC(=O)c1sc2ccc(C)cc2c1C(=O)OC	-3.6	11.9
Cc1nnc(SCC(=O)Nc2nccs2)[nH]c1=O	-5.2	7.2
NC(=O)C1CCN(C(=O)CN2CCCc3ccccc32)CC1	3.8	12.0
O=C(COc1ccc(S(=O)(=O)N2CCc3ccccc32)cc1Cl)NCc1ccccn1	0.8	6.4
CN(c1ccccc1C(=O)N1CCOCC1)S(C)(=O)=O	-4.8	10.9
CC1=CC2=NCC(O)CN2C=C1 (stereo not drawn)	-3.4	12.9
C=CCN1C(=O)C2(C(C#N)=C(N)Oc3n[nH]c(CCC)c32)c2ccccc21 (stereo not drawn)	1.1	9.4
CCCn1c(=O)c2ccccc2n2c(SCc3c(C(=O)OCC)oc4ccccc34)nnc12	-2.0	-2.4

Shown with bars between the fields: entries from further up
Molecule | ARNT TACC3 PPI | INS-1E GSIS act
Cc1nnc(SCC(=O)Nc2nccs2)[nH]c1=O | -5.2 | 7.2
NC(=O)C1CCN(C(=O)CN2CCCc3ccccc32)CC1 | 3.8 | 12.0
O=C(COc1ccc(S(=O)(=O)N2CCc3ccccc32)cc1Cl)NCc1ccccn1 | 0.8 | 6.4
CN(c1ccccc1C(=O)N1CCOCC1)S(C)(=O)=O | -4.8 | 10.9

The listing continues.
SMILES	ARNT TACC3 PPI	INS-1E GSIS act
COc1ccccc1-c1cc(C(=O)NCc2ccco2)no1	-3.0	-3.7
O=C(Nc1ccc(F)cc1F)c1cc(-c2ccco2)on1	-0.3	-19.8
CC1CCCCN1C(=O)Cn1c(=O)oc2ccccc21 (stereo not drawn)	-4.9	2.3
O=C(CSc1nnnn1-c1ccccc1)N1N=CCC1c1ccccc1 (stereo not drawn)	2.9	33.2

A portion of the library; count on the stated rates, not on these rows.
